High-throughput results deposited in PubChem BioAssay by National Center for Advancing Translational Sciences (NCATS).
Lipid storage S3: qHTS Assay for Lipid Storage Modulators in Drosophila S3 Cells; Drosophila S3 cells, BODIPY lipid droplet fluorescence, 18-24 h; cells fed with added oleic acid; lipid storage change, negative = inhibition, % at the top dose, mostly 46.1 µM; hits show Potency in µM; 0.64% of 320,000 active; active = well fitted inhibition curve with a large enough effect in the signal ratio, with a control signal flat, not every such curve was filed as active; inconclusive = small, poorly fitted or top-dose-only effect, or effect the other way, or a change in a side signal; the % refers to the signal ratio
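Drosophila S3 cells got compounds at several concentrations plus oleic acid (400 uM solution). Laser-scanning cytometry with 488 nm excitation read lipid droplets at 500-530 nm and cells at 575-640 nm. Percent activity was relative to 20 uM Triacsin C.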
Lipid storage S3 cell count max: recorded beside Lipid storage S3, whose call it bears; cell number change, %; measured here: cell count max response;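 cells counted by Cell Tracker Red CMTPX staining in the red channel; peak over a dose series mostly up to 46.1 µM; percent activity relative to internal control wells on each plate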
An asterisk follows results filed as active; i = inactive; u = inconclusive; x = not tested or not shown. % is scaled to controls: 0 for no effect and ±100 for the full control effect; potency is read from the fitted curve at half-maximal effect. Not all compounds are listed. The share of hits here may be higher or lower than overall.

SMILES | Lipid storage S3 | Lipid storage S3 cell count max
CC(=O)C1=C(C)N(Cc2ccccc2)C(=O)N[C@H]1c1ccco1 | 9% | 10
Cn1cc(-c2ccc(Cl)cc2)cc(C#N)c1=O | 4% | x
O=S(=O)(Nc1ccc(O)c2ccccc12)c1cccs1 | u | x
COc1ccc(-n2c(=O)c3c4c(sc3n(CC(N)=O)c2=O)CCCCC4)cc1 | u | x
Cc1ccc(CNC(=O)c2cc3c(=O)n4ccccc4nc3n(CC3CCCO3)c2=N)cc1 (stereo not given) | u | x
COc1ccc(Nc2ncnc3ccc(Br)cc23)cc1OC | -23% | -20
O=C(N/N=C/c1cc(Br)cs1)C(O)c1ccccc1 (stereo not given) | -5% | 6
O=[N+]([O-])c1ccc(/C=N/Nc2ncc(-c3ccccc3)cn2)cc1 | u | x
Cc1cccc(N2CCN(C(=O)c3cccc(NC4=NC5CS(=O)(=O)CC5S4)c3)CC2)c1C (stereo not given) | u | x
C=CCn1c(COc2ccccc2F)nnc1SCC(=O)Nc1cc(C)on1 | -1% | -20
Cc1ccccc1NC(=O)Cc1nc(COC(=O)c2ccccn2)cs1 | i | x
COc1ccc(Cl)cc1Nc1nc(N2CCCC2)nc(N2CCCC2)n1 | u | x
OCCCn1c(CCCNc2nc(-c3cccc(Br)c3)cs2)nc2cc(Cl)c(N3CCCCC3)cc21 | -25% | 7
Cc1cc(C(=O)NNC(=S)Nc2ccccc2C)cs1 | u | x
COc1ccc(N(CC(=O)NC2CCCCC2)C(=O)CNC(=O)c2ccco2)cc1OC | 14% | 9
COc1ccc(C(c2nnnn2C(C)(C)C)N2CCN(c3nc4ccccc4s3)CC2)cc1OC (stereo not given) | u | x
Cc1cccc(-n2c(C)cc(C=C(C#N)C#N)c2C)c1 | u | x
CCC(=O)/C=C1\Sc2ccc(OC)cc2N1CC | u | x
COc1ccc(NC(=O)CN2CCC(NC(=O)c3ccc(OC)cc3)CC2)cc1 | u | x
Cc1ccc(C(=O)CSc2nnc3c4ccccc4nc(C(C)(C)C)n23)cc1 | u | x
CCOc1ccccc1NC(=O)Cn1c(C)cc(COC)c(C#N)c1=O | u | x
Cc1nn(Cc2ccc(C(=O)N3N=C(C(F)F)CC3(O)C(F)F)cc2)c(C)c1[N+](=O)[O-] (stereo not given) | -26% | x
C/C(=N/NS(=O)(=O)c1ccc(F)cc1)c1ccc(NC(=O)c2ccc(C)o2)cc1 | u | x
O=C1C2C(C(=O)N1/N=C/c1ccc([N+](=O)[O-])o1)C1C=CC2C12CC2 (stereo not given) | u | x
CCN1CCN(C(C)C(=O)Nc2c(C)n(C)n(-c3ccccc3)c2=O)CC1 (stereo not given) | 13% | -2

(next part)
SMILES | Lipid storage S3 | Lipid storage S3 cell count max
COc1ccc(C(=O)c2ccccc2)cc1Br | 1% | -9
Cc1nn(C(=O)c2nn(C)cc2[N+](=O)[O-])c(C)c1Cl | u | x
COc1ccc(OCCNc2cc(N3CCOCC3)ccc2[N+](=O)[O-])cc1 | -16% | 15
Cc1ccc(NC(=O)c2noc3c2CCCCC3)cc1C | 1% | -14
O=S(=O)(Nc1cccc(S(=O)(=O)N2CCOCC2)c1)c1cccs1 | -3% | -14
Cc1c(NC(=O)C2CC(c3c(F)cccc3Cl)=NO2)c(=O)n(-c2ccccc2)n1C (stereo not given) | i | x
CN(CCOc1ccc(Br)cc1)CC(O)c1ccccc1 (stereo not given) | u | x
O=C(Nc1ccc(S(=O)(=O)Nc2ncccn2)cc1)C1=COCCO1 | 18% | 7
O=C(N/N=C/c1ccco1)C1CC1c1ccccc1 (stereo not given) | 22% | -1
C=CCn1cc(/C=C/c2cc[n+](C)cc2)c2ccccc21 | u | x
CC(=O)NC(Cc1cccc(F)c1)C(=O)NC1CCN(C(=O)c2ccc(C)cc2)CC1 (stereo not given) | u | x
Cc1ccc(NC(=O)NCc2ccc3[nH]c(C)cc3c2)cc1 | -3% | 6
CC(=O)OCC1=C(C(=O)O)N2C(=O)C(NC(=O)C(C)Cn3nc(C)c(Cl)c3C)C2SC1 (stereo not given) | u | x
O=C(CSCc1ccccc1)NC1CCSC1=O (stereo not given) | u | x
O=C(NCCO)c1ccc2[nH]c3c(c2c1)CCCC3 | i | x
Cc1ccccc1-n1nc2c(c1NC(=O)c1cccc(F)c1)CS(=O)C2 (stereo not given) | -1% | 1
COc1ccc(C(CC(=O)N2CCCC2)C(C)C)cc1 (stereo not given) | -1% | 17
Cc1sc(NC(=O)c2ccco2)c(C(c2cccnc2)N2CCC(C)CC2)c1C (stereo not given) | u | x
O=C(Nc1ccc(C(=O)O)cc1)/C(=C\c1ccccc1)NC(=O)c1ccccc1 | u | x
CCOCCn1c(SCc2c(F)cccc2Cl)nc2c1c(=O)[nH]c(=O)n2C | u | x
CCC(C(=O)OC)n1cnc2c(nnn2-c2cccc(OC)c2)c1=O (stereo not given) | u | x
CCOC(=O)C1=C(C)Nc2nc(C)nn2C1c1ccc(OC)c(OC)c1 (stereo not given) | 0% | 3
CCn1cc(/C=C(\NC(=O)c2ccccc2)C(=O)NCCCN2CCOCC2)c2ccccc21 | u | x
COc1ccccc1-n1c([S-])c(C(=O)Nc2ccccc2C(F)(F)F)[n+]2ccc(C(=O)NCCO)cc12 | 12% | 21
CC(Oc1ccc(Br)cc1)c1nc2c3ccccc3nc(=S)n2[nH]1 (stereo not given) | 2% | -5

Fetched by structure from the list above:
SMILES | Lipid storage S3 | Lipid storage S3 cell count max
CCn1cc(/C=C(\NC(=O)c2ccccc2)C(=O)NCCCN2CCOCC2)c2ccccc21 | u | x
O=C(CSCc1ccccc1)NC1CCSC1=O (stereo not given) | u | x
CCOCCn1c(SCc2c(F)cccc2Cl)nc2c1c(=O)[nH]c(=O)n2C | u | x

Reformatted with values ahead of the structure: part of the list above.
Lipid storage S3	Lipid storage S3 cell count max	SMILES
u	x	O=C(Nc1ccc(C(=O)O)cc1)/C(=C\c1ccccc1)NC(=O)c1ccccc1
u	x	CC(=O)OCC1=C(C(=O)O)N2C(=O)C(NC(=O)C(C)Cn3nc(C)c(Cl)c3C)C2SC1 (stereo not given)
0%	3	CCOC(=O)C1=C(C)Nc2nc(C)nn2C1c1ccc(OC)c(OC)c1 (stereo not given)
u	x	O=C(CSCc1ccccc1)NC1CCSC1=O (stereo not given)
-1%	17	COc1ccc(C(CC(=O)N2CCCC2)C(C)C)cc1 (stereo not given)
u	x	Cc1nn(C(=O)c2nn(C)cc2[N+](=O)[O-])c(C)c1Cl
i	x	O=C(NCCO)c1ccc2[nH]c3c(c2c1)CCCC3

More compounds:
SMILES | Lipid storage S3 | Lipid storage S3 cell count max
COC(=O)c1cc2n(n1)CCN(Cc1ccc(F)cc1)C2=O | i | x
CCCOc1c(Cl)cc(C(=O)Nc2ccc3c(c2)OCO3)cc1OCC | u | x
O=C(CN1CCN(S(=O)(=O)/C=C/c2ccccc2)CC1)Nc1ccc(N2CCOCC2)cc1 | u | x
CC(c1ccc(F)cc1)n1c(-c2cccs2)n[nH]c1=S (stereo not given) | u | x
CCC1CCCCN1C(=O)CCS(=O)(=O)c1ccccc1 (stereo not given) | u | x
CC(C)NC[C@@H](O)COc1ccc(CC(N)=O)cc1 | u | x
O=C(Nc1cc(S(=O)(=O)N2CCOCC2)ccc1Cl)C(=O)c1c(-c2ccccc2)cc2ccccn12 | u | x
CN(CC(=O)Nc1cccc(F)c1)C(=O)c1ccc(N2C(=O)c3ccccc3C2=O)cc1 | u | x
CCn1c(SCC(=O)Nc2ccc(C)cc2)nnc1-c1cnccn1 | u | x
Oc1[nH]c2ccccc2c1N=Nc1ccccc1F | u | x
C=CCN(C(=O)c1csnn1)C(C(=O)NCc1ccccc1)c1c(F)cccc1Cl (stereo not given) | u | x
CC(=O)N1CC(C)Oc2ccc(S(=O)(=O)NC(CC(=O)O)c3cc(C)ccc3C)cc21 (stereo not given) | i | 5
COc1ccccc1C(=O)C1CCCN(C(=O)c2cn3cc(Cl)ccc3n2)C1 (stereo not given) | -2% | -18
CC(C)S(=O)(=O)C1=NSC2=NC(=O)/C(=C\c3ccc(OC(=O)c4ccco4)cc3)C(=N)N21 | i | 18
CCN(CC)c1ccc(/C=N/NC(=O)CC(C)C)cc1 | u | x
Cc1ccc(C(=O)NCc2cccc(C(F)(F)F)c2)cc1S(=O)(=O)N1CCCCC1 | u | x
O=C(Nc1cccc(C(=O)NC2CC2)c1)c1ccc(Cl)c(S(=O)(=O)N2CCOCC2)c1 | u | x
C=CCOC(=O)C1=C(C)Nc2nnnn2C1c1cccs1 (stereo not given) | u | x
c1ccc(COc2ccc(OCCCCN3CCCC3)cc2)cc1 | -2% | -5
COC(=O)c1[nH]c2ccc(C)cc2c1NC(=O)Nc1ccc(OC)cc1 | i | x
CCNC(=S)N/N=C(\C)c1cc2ccccc2o1 | u | x
COc1ccc(-n2c(COc3ccc(C)cc3)nnc2SCC(N)=O)cc1 | 17% | 3
CCSc1nc2ccccc2n1C(=O)Oc1ccccc1 | 11% | 1
CC(=O)n1cc(/C=N/NC(=O)c2sc(C)nc2C)c2ccccc21 | u | x
CC(C)C[C@H](NC(=O)OC(C)(C)C)c1nnc(SCc2ccccc2)o1 | u | x

Carrying on:
SMILES | Lipid storage S3 | Lipid storage S3 cell count max
CCOC(=O)C1=C(COC(=O)c2cc(S(=O)(=O)N(C)C)ccc2C)NC(=O)NC1C (stereo not given) | u | x
COc1cccc(NC(=O)c2nc3ncccn3n2)c1 | 2% | 10
COc1ccc(NC(=O)C(=O)Nc2cccc3cccnc23)cc1OC | i | 32
O=C(CN1C(=O)C2CCCCC2C1=O)Nc1ccc(S(=O)(=O)Nc2ncccn2)cc1 (stereo not given) | u | x
CC(C)(C)NCc1cc(Cl)ccc1OCc1ccccc1F | u | x
COc1cccc(NC(=S)N2CCC(NC(=O)c3ccco3)CC2)c1 | u | x
COc1ccc([C@H]2CC(=O)C=C(c3ccc4ncccc4c3)C2)cc1 | u | x
CC1=C(C(=O)OCC2CCCO2)C(c2ccsc2)C2=C(CC(C)(C)CC2=O)N1 (stereo not given) | u | x
C/C(=N\NS(=O)(=O)c1ccc(C(C)(C)C)cc1)c1ccccc1 | u | x
COC(=O)c1cccc(C(=O)Nc2ccc(C)cc2)n1 | 5% | -6
COc1ccccc1C(=O)NCCC(=O)N1CCN(c2ccc(C(F)(F)F)cn2)CC1 | u | x
CC(C)(C)c1ccc(-c2nnc(N)s2)cc1 | 0% | -20
CCN(CC(=O)Nc1ccccc1C(F)(F)F)C(=O)c1cc(-c2cccs2)nn1-c1ccccc1 | u | x
COc1ccccc1-c1cnnc(N/N=C/c2ccc(-c3cccc(Br)c3)o2)n1 | 10% | 9
O=C(CN(CC1CCCO1)C(=O)CNS(=O)(=O)c1ccc(Cl)cc1)NCc1ccc(F)cc1 (stereo not given) | u | x
CC1CCN(C(=O)CSc2nc(C(C)C)nc3c2c(=O)n(C)c(=O)n3C)CC1 | u | x
O=C1CN(C(=O)/C=C/c2ccc(Cl)cc2Cl)CCN1 | u | x
COc1ccc(C2CCCN2C(=S)Nc2cccc(Cl)c2C)cc1OC (stereo not given) | 11% | 1
NC(=S)N/N=C/c1ccc(-c2ccc([N+](=O)[O-])cc2)o1 | u | x
CCC(c1nnnn1C(C)(C)C)N(CCOC)Cc1cc2cccc(C)c2n2nnnc12 (stereo not given) | 6% | 13
O=c1ccc2cc(S(=O)(=O)N3CCOCC3)ccc2o1 | i | 13
COc1ccc(N(CC(=O)N2CCCCCC2)S(=O)(=O)c2ccccc2)cc1 | i | -5
O=C(O)c1ccc(S(=O)(=O)N2CCC(c3nc(-c4ccccc4Cl)no3)CC2)cc1 | u | x
COc1ccc(NS(=O)(=O)c2csc(C(=O)Nc3ccccc3)c2)cc1 | -2% | -19
Cc1ccccc1NC(=O)N1CCCC(c2nc(-c3ccc(F)cc3)no2)C1 (stereo not given) | 18% | -18

Further entries:
SMILES | Lipid storage S3 | Lipid storage S3 cell count max
Cc1cccc(N/C=C/C(=O)c2cccs2)c1C | -16% | -11
COc1ccc(/C=N/NC(=O)c2ccc(NC(=O)c3ccccc3Br)cc2)cc1 | u | x
CCn1c(C)c(P(=O)(N2CCOCC2)N2CCOCC2)c2ccccc21 | u | x
O=C(O)Cc1ccc(NC(=O)C2CCCCC2C(=O)O)cc1 (stereo not given) | u | x
Cc1ccc(NC(=O)CSc2nnc(C(F)(F)F)n2C)cc1[N+](=O)[O-] | 12% | 7
C[C@@H]1C[C@@H]2OC(=O)[C@]3(C)[C@H]2[C@@H](OC3(C)O)[C@]2(C)C(=O)CC[C@H]12 (stereo not given in full) | 1% | 6
CCCOc1ccc(C(=O)C(c2ccccc2)N2CCOCC2)cc1 (stereo not given) | i | -2
COc1ccc(S(=O)(=O)N2CCC(C(=O)N[C@H](C(=O)NC3CCCC3)C(C)C)CC2)cc1 | u | x
FC(F)(F)c1cccc(CN2CCSCC2)c1 | u | x
